Compound activity as filed in PubChem BioAssay.
ADAM17 inh = ADAM17 inhibition, QFRET primary screen. P78536. recombinant ADAM17, EDANS/DABCYL FRET peptide cleavage. inhibition, % at 6.95 µM. hit rate 0.83% among 370,000. AID 720648;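 active = inhibition above the mean of compounds lying between control limits plus 3 SD, set per campaign, cut at about 8.5% in these data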;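 also: 0% = DMSO-only wells as the low control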
GAA850 FXN act = activators of GAA850 frataxin (FXN) promoter; AID 540364; hit rate 0.56% among 360,000; activation, % at 6 µM; HEK293 lucGAA850 FXN promoter luciferase reporter, 24 h; percent of 10 µM SAHA response;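 active = activation above the average of all compounds screened plus 3 SD, cutoff fixed separately per campaign, cut at about 7.5% in these data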;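 also: 0% = DMSO wells and 100% = 10 µM SAHA wells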
ssDAF-12 act = activates DAF-12 receptor from parasite S. stercoralis; HEK293 ssDAF-12/GRIP1 lit1-tk-luc reporter, luminescence; % of 3 µM dafachronic acid response; activation, % at 6.8 µM; hit rate 1% among 370,000; AID 652126;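 active = activation above the mean over all tested compounds plus 3 SD, cut at about 0.9% in these data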;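 also: 0% = DMSO-only wells and 100% = 3 µM delta7-dafachronic acid wells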
DAX1 inh-1 = NR0B1 (DAX1) inhibition; hit rate 0.99% among 340,000; HEK293 Gal4-DAX1 luciferase reporter, luminescence; inhibition, % at 6.75 µM; AID 504766; P51843;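 active = inhibition above the mean over all tested compounds plus 3 SD, cut at about 4.2% in these data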;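 also: 0% = DAX1-transfected cells with DMSO and 100% = empty-vector control cells with DMSO; inhibition shows as a rise in luminescence from relieved DAX1 repression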
Target sequence (P51843 207-470 limits assumed): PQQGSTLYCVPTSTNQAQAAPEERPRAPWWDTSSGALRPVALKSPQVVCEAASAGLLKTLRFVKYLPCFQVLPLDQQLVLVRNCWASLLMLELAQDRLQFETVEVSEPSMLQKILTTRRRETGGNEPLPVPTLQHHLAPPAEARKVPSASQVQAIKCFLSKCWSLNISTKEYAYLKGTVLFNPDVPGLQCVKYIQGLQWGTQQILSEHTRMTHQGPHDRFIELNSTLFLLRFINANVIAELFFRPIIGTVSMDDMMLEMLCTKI
ADAM10 inh = inhibits human ADAM10; recombinant ADAM10, EDANS/DABCYL FRET peptide cleavage, 3 h; inhibition, % at 7 µM; hit rate 0.62% among 370,000; AID 720582;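 active = inhibition above a per-campaign cutoff equal to the mean of compounds falling between control-based bounds plus 3 SD, cut at about 20% in these data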;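 also: 0% = DMSO wells while the 100% control is not disclosed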
Target sequence (O14672 214-748 limits assumed): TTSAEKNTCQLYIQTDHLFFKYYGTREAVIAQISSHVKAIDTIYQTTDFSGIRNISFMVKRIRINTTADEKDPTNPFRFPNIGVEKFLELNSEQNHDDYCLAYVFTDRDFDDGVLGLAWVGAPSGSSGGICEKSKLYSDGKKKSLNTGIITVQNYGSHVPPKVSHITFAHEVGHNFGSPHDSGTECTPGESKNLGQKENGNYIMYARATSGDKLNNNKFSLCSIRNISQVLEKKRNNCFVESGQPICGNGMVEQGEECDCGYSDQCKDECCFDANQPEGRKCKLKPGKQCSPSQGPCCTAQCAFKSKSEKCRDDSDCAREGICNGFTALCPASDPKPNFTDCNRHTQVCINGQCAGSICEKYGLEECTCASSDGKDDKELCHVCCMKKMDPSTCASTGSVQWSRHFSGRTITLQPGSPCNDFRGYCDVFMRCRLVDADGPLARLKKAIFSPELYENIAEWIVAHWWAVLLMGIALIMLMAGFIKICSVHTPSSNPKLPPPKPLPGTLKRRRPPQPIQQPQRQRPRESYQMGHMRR
DAX1 inh-2 = inhibitors of DAX1 repression of SF-1 activated StAR promoter; AID 652010; hit rate 1.1% among 370,000; inhibition, % at 6.8 µM; HEK293T StAR-luciferase reporter, SF-1/DAX-1 repression relief;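 active = inhibition above the mean over all tested compounds plus 3 SD, cut at about 3.6% in these data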;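 also: 0% = DAX-1 cells with DMSO and 100% = cells lacking DAX-1 with DMSO; higher inhibition means more luminescence from relief of DAX-1 repression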
hgDAF12 agonist = agonists of H. glycines DAF-12 nuclear receptor; HEK293 GAL4-hgDAF12 UAS-luciferase reporter, agonist luminescence; normalized to butyrate control; activation, % at 6.8 µM; hit rate 1.8% among 370,000;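 active = activation above a cutoff set at the mean of all screened compounds plus 3 SD, cut at about 10% in these data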;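 also: 0% = DMSO wells and 100% = sodium butyrate wells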
PG9 binder = binds the HIV-1 gp120 antibody PG9; AID 624416; TR-FRET gp120-PG9 antibody binding; hit rate 0.43% among 360,000; inhibition, % at 6.7 µM; in the data active = inhibition above about 8.5%
GC-A act = GC-A (human) enzyme activation. hit rate 0.14% among 370,000. AID 1671463. P16066. activation, % at 10 µM. HEK293 GC-A cells, cGMP TR-FRET, EC30 ANP; 0% at EC30 ANP, 100% saturating ANP; in the data active = activation above about 40%
SMARCA2 act = activators of SMARCA2 function; AID 652017; activation, % at 9.1 µM; MG213 cells, MMTV-luciferase reporter, dexamethasone, overnight; hit rate 1% among 370,000; in the data active = activation above about 7.8%;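 also: 0% = vehicle wells and 100% = reference activator wells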
hcDAF12 agonist = activates DAF-12 receptor from parasite H. contortus; HEK293 hcDAF-12 lit1-tk-luc reporter, luminescence; 0% DMSO, 100% Δ7-dafachronic acid; activation, % at 6.8 µM; hit rate 1.4% among 370,000; AID 652067;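 active = activation above the mean of all tested compounds plus 3 SD, cut at about 5.5% in these data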;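 also: 100% = response to 3 µM Δ7-dafachronic acid high control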
* marks the source's active call; other numbers are inactive results; i = inactive; nt = not tested or not shown.

SMILES	ADAM17 inh	GAA850 FXN act	ssDAF-12 act	DAX1 inh-1	ADAM10 inh	DAX1 inh-2	hgDAF12 agonist	PG9 binder	GC-A act	SMARCA2 act	hcDAF12 agonist
COC(=O)c1nccc2c1[nH]c1ccccc12	-14	2.9	-0.9	0.7	-56	0.1	1.8	-0.1	7	2	-1.1
CC(=O)NN1C(=O)/C(=C/c2ccc(Br)o2)SC1=S	-2	0.4	-1.2	-0.8	1	-1.1	-1.1	-5.4	-2	2	-0.8
COc1ccc(CN(C)CC(=O)Nc2cc(OC)c([N+](=O)[O-])cc2C)c(OC)c1	-1	3.6	0.2	-1.3	-3	-0.3	-3.4	-0.1	-9	-3	-2.4
CN(CCc1ccccn1)c1ncnc2[nH]ncc12	-7	2.3	-1.2	0.4	-18	-0.4	3.0	-2.2	-2	6	0.0
CCN(CC(=O)Nc1c(F)cccc1F)C(=O)c1ccc(OCC(=O)N2CCOCC2)c(OC)c1	2	0.1	-1.5	1.6	11	1.8	0.1	-1.6	-1	-4	-1.4
CCn1cc2nc(SCC(=O)Nc3ccc(OC)c(OC)c3)n(Cc3ccc(OC)cc3)c(=O)c2n1	2	0.8	-0.8	-0.2	13	0.3	-1.1	0.5	17	1	-1.4
CCC(CC)N1CCN(CCc2ccccc2)C(CCO)C1 (stereo not given)	0	2.1	-0.5	0.3	5	-0.6	-0.5	-1.6	0	-4	1.0
CCOc1ccccc1NC(=O)C(CC(C)C)NC(=O)C1CCC(C)CC1 (stereo not given)	-1	-3.1	-1.1	-1.4	-2	-0.4	0.5	1.6	-2	-3	-0.8
Cc1cc(C)nc(SCc2nnc(SCC(=O)Nc3c(C)cccc3C)o2)n1	0	-0.2	-1.1	-0.9	10	-0.5	-0.7	-0.2	-12	-2	0.8
CC(=O)OC12CCCN(C1)/C(=C/c1cccc(N(C)C)c1)C2 (stereo not given)	-14	nt	-1.5	nt	-55	-0.8	0.1	nt	-2	-3	-1.8
CCN1CCCc2cc(CN(CCN3CCOCC3)C(=S)Nc3ccccc3OC)ccc21	-14	-0.4	-1.4	0.1	-24	-0.5	-7.2	0.1	-2	-1	-2.2
CC(=O)Nc1ccc(S(=O)(=O)N2CCN3CCCC3C2)cc1 (stereo not given)	-1	-1.9	-1.3	0.8	4	-0.1	1.1	-1.4	3	0	-0.2
COC(=O)c1c(N)sc(C(=O)N2CCOCC2)c1C	-5	-0.5	-1.2	0.5	-2	-0.4	1.4	-0.2	11	-1	-0.1
CCOc1cc2c(C#N)c(N(CC)CC)nc(N)c2c(N)n1	-6	-0.1	-1.8	1.3	-47	0.5	0.9	-1.1	9	0	-1.2
Cc1ccc(-c2nc(C)sc2CC(=O)NCc2ccco2)cc1	-1	2.9	-1.3	0.2	2	0.0	0.2	-1.0	-2	2	-1.2
COc1cccc(NC(=O)CSCc2cc(=O)n3nc(C4CC4)sc3n2)c1	1	0.6	-0.5	0.3	1	0.0	1.0	-0.9	-1	0	-0.9
CCn1c(=O)c(=O)[nH]c2cc(C(=O)NCC3CCCCC3)ccc21	-11	0.1	-1.4	-1.3	-42	-0.7	-0.1	-2.3	0	-2	-1.0
CC(C)S(=O)(=O)C/C(N)=N/OS(=O)(=O)c1ccc(Cl)cc1	-6	2.4	-1.0	2.3	-7	0.1	0.1	-1.8	9	-6	-1.4
O=C(C[C@H]1C/C=C\C[C@@H](Cc2ccc(F)cc2)C(=O)O[C@@H](c2ccccc2)CNC1=O)N[C@@H](CO)Cc1ccccc1	3	-2.6	-1.6	0.7	4	0.4	-0.2	-0.6	-1	-1	-1.0
C=CCCC1CN(Cc2ccc(OC)cc2)S(=O)(=O)c2c(cccc2Sc2ccc(OC)c(OC)c2)O1 (stereo not given)	3	nt	-1.1	nt	6	-0.6	-0.1	0.4	-4	2	-1.7
CCC(C)N(C(=O)C(F)(F)F)C(C(=O)NC1CCCCC1)c1ccncc1 (stereo not given)	-2	-0.5	-0.7	-0.1	5	-0.5	-0.2	0.3	-2	1	-1.1
CC1CCC2(CCC(=O)N2C[C@@H](O)c2ccccc2)CC1 (stereo not given in full)	-4	nt	-0.9	nt	-3	nt	-1.1	nt	0	nt	-0.2
CCCCNC(=O)c1nc(C2CCN(S(=O)(=O)c3c(F)cccc3F)CC2)oc1-c1ccccc1	1	nt	-1.8	nt	-2	-0.3	-0.8	0.3	-5	2	-0.5
OC(c1ccc(F)c(F)c1)c1nc(-c2ccc(Cl)cc2)cs1 (stereo not given)	7	3.5	-1.5	nt	20*	0.5	0.6	-2.1	1	0	1.1
CCOC(=O)C1=C(NC#N)OC(C)=C(C)C1c1ccc(O)cc1 (stereo not given)	-9	0.1	-1.3	-0.5	-24	-0.8	-3.1	-1.3	-2	0	-0.1
COC(=O)[C@]12C=CCN1[C@H](c1ccc(C(F)(F)F)cc1)c1c(c3ccccc3n1S(=O)(=O)c1ccc(C)cc1)C2	-11	nt	-0.6	nt	-36	1.0	1.4	nt	-5	3	2.5
COC(=O)[C@]12CCCCC=C1N(Cc1ccco1)C(=O)[C@H](CC(=O)N1CCOCC1)C2	-3	nt	-0.8	nt	-5	0.0	1.2	-1.4	0	1	-0.6
Cc1cc(C)n2nc(C(=O)NCc3ccccc3)nc2n1	0	-3.4	-1.1	1.0	-3	0.1	-0.4	0.7	0	2	-0.9
CN(C)CCCN(C(=O)c1ccc(S(=O)(=O)N2CCCc3ccccc32)cc1)c1nc2ccc(F)cc2s1	-4	1.1	-0.8	1.2	1	2.2	0.8	0.6	-9	0	-0.8
COC(=O)C12C=C3CC(c4ccc(OC)cc4)=C3C(=O)N1Cc1[nH]c3ccccc3c1C2 (stereo not given)	-14	nt	-0.7	nt	-41	-0.6	-2.5	nt	1	-3	0.8
CCn1ncc(C2=NOC(C(=O)Nc3ccc4c(c3)OCO4)C2)c1C (stereo not given)	-5	2.4	-1.9	-0.5	0	-1.2	-3.1	1.6	-2	-3	-2.3
COc1ccc(COC(=O)CCS(=O)(=O)c2ccc(C)cc2)cc1F	2	1.3	-0.2	-0.3	-18	-2.4	1.9	0.4	-2	-2	-0.8
CCOC(=O)N1CCC2(CC1)C(C#N)=C(N)Oc1c2sc2nc(C)cc(C)c12	-6	-1.6	-1.1	-0.5	-14	0.1	-1.1	-0.7	0	2	0.1
CCn1c(SCC(O)c2ccccc2)nnc1-c1ccccc1 (stereo not given)	-3	2.1	-0.8	0.5	-4	0.7	-1.0	-0.9	-4	-1	1.0
Cc1cc([N+](=O)[O-])cc2c1NCC1CC=CC21 (stereo not given)	3	-1.7	-0.7	-0.9	9	-0.5	0.4	-1.5	-1	-3	-0.4
COc1cc(NC(=O)Cc2c(C(=O)O)n(C)c3ccccc23)cc(OC)c1OC	1	0.0	-1.6	1.9	5	0.2	-3.5	-1.8	-1	4	-1.2
COC(=O)C1=C(C)N(Cc2ccc(C(F)(F)F)cc2)C(=NCc2ccc(OC)cc2)NC1c1ccccc1C(F)(F)F (stereo not given)	1	nt	-0.6	nt	14	-1.3	1.5	0.6	-7	0	1.8
Cc1nnsc1C(=O)Nc1ccccc1	-1	3.7	-1.5	-0.1	-3	1.1	1.2	-1.2	1	-1	0.1
COc1ccccc1-c1c(C)nn2c(-c3ccccc3)cc(C)nc12	0	0.2	-2.3	-0.5	1	-1.0	-5.8	-1.9	-7	-5	-3.5
COc1ccc(N2CCN(C(CNC(=O)c3ccc4c(c3)OCO4)c3ccco3)CC2)cc1 (stereo not given)	0	0.3	-0.7	-0.6	4	0.1	0.8	-1.7	-3	4	0.0
Cc1ccc(C)c(OCC(O)CN2CCN(CCN3C(=O)c4cccc5cccc(c45)C3=O)CC2)c1 (stereo not given)	-4	-2.7	-0.5	-2.2	-29	-0.3	-3.3	0.1	7	2	-3.3
CCc1ccc(NC(=O)CSc2n[nH]c(C)c2[N+](=O)[O-])cc1	-3	0.0	-0.8	1.2	-5	0.8	0.0	0.2	4	3	-0.5
CS(=O)(=O)N1CCN(C(=O)Nc2ccccc2)CC1	-1	0.6	-1.5	-0.8	1	0.3	3.5	-1.2	-4	0	0.5
CCCc1cc(NCCOCCO)n2c(nc3ccccc32)c1C#N	i	1.2	-1.4	-0.3	i	-1.8	2.9	-0.1	6	0	-0.8
CCOc1ccc(CNc2ccc(N3CCOCC3)c(C(=O)O)c2)cc1	-21	-1.6	-1.2	1.0	-63	0.3	-2.1	-1.2	1	-5	1.6
Cn1cccc1/C=C1\CCC/C(=C\c2cccn2C)C1=O	-4	12*	-0.6	4.1	-13	1.2	-0.2	-2.2	3	3	1.7
CCOC(=O)Cn1c(-c2ccccc2)cc(SC)c(C#N)c1=O	-3	0.4	-1.4	2.4	2	-0.3	-1.0	1.0	-9	0	-2.3
CC(=O)Nc1ccc(NC(=O)C2(C)Cc3c(-c4cccc(NC(C)=O)c4)ccnc3O2)cc1 (stereo not given)	-6	1.2	-1.2	nt	-8	0.8	0.1	-2.2	2	-4	-1.3
COc1ccc(OC)c(S(=O)(=O)NCC(c2ccco2)S(=O)(=O)c2ccccc2)c1 (stereo not given)	-3	1.9	-1.1	0.6	-6	-1.0	0.5	-0.2	-3	2	1.0
COc1ccc(NC(=O)N(C)C[C@H]2Oc3ccc(NS(=O)(=O)c4ccccc4)cc3C(=O)N([C@H](C)CO)C[C@@H]2C)cc1	-1	0.1	-0.5	0.3	4	0.2	0.7	0.7	1	0	0.9
CCC(=O)NC(c1ccc(N(C)C)cc1)c1c(O)ccc2ccccc12 (stereo not given)	-4	0.9	-0.5	0.2	-9	0.3	1.5	-3.7	-5	0	6.3*
CCCc1nnc2n1N=C(c1ccc([N+](=O)[O-])cc1)CS2	0	1.5	-1.1	0.5	3	-0.1	0.9	-1.6	1	1	-1.4
CC1CC(C)CN(S(=O)(=O)N2CCCC(C(=O)NCCc3ccccc3)C2)C1 (stereo not given)	-1	1.6	-0.9	0.0	-1	-0.2	-2.4	-2.1	3	1	0.0
COC/C=C/C1=CC2=CC(=O)C(C)(OC(=O)c3cnc4ccccc4n3)C(=O)C2=CN1CCCCO (stereo not given)	-4	-0.4	-1.2	4.2*	-2	0.2	-0.6	1.2	1	-1	-0.4
Brc1ccc(/C=N/N2CCN(C3c4ccccc4-c4ccccc43)CC2)s1	-1	-1.3	-1.1	0.2	2	-0.6	0.6	-0.2	2	-1	-1.3
COc1ccc(NC(=O)COC(=O)C2CC(=O)N(CCc3ccc(OC)c(OC)c3)C2)cc1Cl (stereo not given)	-1	0.5	-1.0	1.8	-1	-0.5	1.8	-3.0	-3	-2	0.2
